# Cardio protect: myocardial damage modulation in H9c2 cells; H9c2 cardiomyocytes, H2O2 injury protection, ATPLite, 2 h; protection from H2O2 cell death, % at 20 µM; hit rate 0.63% among 360,000;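 active = compounds giving at least 50% protection of heart cells from peroxide-induced death in the single-dose screen, raw or plate-pattern-corrected value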;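 also: 0% = DMSO wells with peroxide and 100% = DMSO wells without peroxide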
# N-glyco inh: N-linked glycosylation inhibition; reporter increase, % at 12.5 µM; D54 ERlucT glycosylation luciferase reporter, 24 h; percent of 100 nM tunicamycin response; hit rate 0.23% among 360,000;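 active = mean luciferase reporter signal, scaled so untreated is 0 and the glycosylation-blocking control 100, at or above a set limit in every replicate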;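 also: luciferase carries N-glycosylation sites so blocking glycosylation raises the light; 0% = median of neutral control wells and 100% = median of 100 nM tunicamycin wells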
# aDG glyco up: increases alpha dystroglycan glycosylation. activation, % at 10 µM. hit rate 0.22% among 360,000. Pro5-aDG cells, alpha-DG glycosylation AlphaScreen (IIH6); 0% Pro5, 100% B10-LARGE cell signal. AID 624168;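 active = activation of at least 8% versus controls, or a plate z-score of at least 8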;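 also: Pro5 are CHO cells carrying HIG-tagged alpha-DG that lacks glycosylation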
# ABCB6 inh 2: human ABCB6 transporter inhibition; Q9NP58; K562-ABCB6 porphyrin accumulation, flow cytometry, 1 h; active compounds read low; fluorescence ratio to DMSO, % at 10 µM; hit rate 0.19% among 360,000; AID 602162;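 active = fluorescence ratio to DMSO below 75%, the collection mean minus 3 SD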;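 also: signal is porphyrin accumulated inside mitochondria; 100% equals median channel fluorescence of DMSO control wells; lower ratio means ABCB6 inhibition with less porphyrin fluorescence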
# Granule exo inh: blocks lytic granule exocytosis | inhibition, % at 10 µM | hit rate 0.66% among 360,000 | TALL-104 LAMP-1 surface exposure, flow cytometry; cells stimulated with thapsigargin and PMA | AID 651702;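 active = inhibition above about 55%, limit read from the data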
# hiPSC survival: increases survival of single human iPS cells; hiPSC single-cell survival, ATPlite luminescence; 100% = ROCK inhibitor wells, 0% = DMSO; survival enhancement, % at 20 µM; hit rate 0.044% among 360,000; in the data active = survival enhancement above about 18%;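 also: cells exposed to compounds for 16 hours before the ATP read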
# MC4R antagonist: human MC4R antagonism in cAMP assay; inhibition, % at 6.5 µM; P32245; MC4R-expressing cells, MTII-stimulated cAMP, LANCE TR-FRET; AID 540295; hit rate 0.48% among 360,000;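 active = inhibition above its plate's cutoff, the mean of tested wells on that plate plus 3 SD, cut at about 29% in these data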;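 also: 0% = Melanotan II alone and 100% = Melanotan II plus saturating MCL0020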
# Target sequence (P32245 whole entry, looked up): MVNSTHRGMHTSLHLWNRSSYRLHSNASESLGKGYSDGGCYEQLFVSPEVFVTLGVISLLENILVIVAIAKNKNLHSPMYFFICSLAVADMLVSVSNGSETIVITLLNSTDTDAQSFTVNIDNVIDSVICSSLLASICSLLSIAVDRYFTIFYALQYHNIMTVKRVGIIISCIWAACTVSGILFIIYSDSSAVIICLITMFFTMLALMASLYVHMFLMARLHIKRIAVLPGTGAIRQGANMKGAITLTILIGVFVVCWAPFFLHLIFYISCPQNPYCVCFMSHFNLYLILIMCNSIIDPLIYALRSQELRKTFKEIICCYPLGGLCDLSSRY
#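 Assay system: human MC4R-expressing U2OS cells; reagent: Melanotan II stimulation of cells; dosing: 6.5 µM single dose; timing: compound 30 min, challenge 1 h, detection 1 h; signal: TR-FRET cAMP assay; replicates: one well per compound, no replicates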
# MC4R ag barr: activates human MC4R beta-arrestin recruitment; P32245; U2OS MC4R beta-arrestin complementation, luminescence; percent of melanotan II response, DMSO zero; activation, % at 8.9 µM; hit rate 0.98% among 360,000; AID 540308;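 active = activation above a per-plate cutoff, the mean activation of sample wells on that plate plus 3 SD, cut at about 8% in these data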
# HTR2A ag: agonists of mouse serotonin 5-HT2A receptor (HTR2A); activation, % at 7.6 µM; hit rate 0.66% among 360,000; CHO-K1 mHTR2A beta-arrestin complementation, luminescence; percent of 30 µM serotonin response; P35363;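 active = activation above a run cutoff, the mean activation of all tested compounds plus 3 SD, cut at about 14% in these data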;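 also: 0% = plate median of compound wells and 100% = 30 µM serotonin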
# Target sequence (P35363 whole entry, looked up): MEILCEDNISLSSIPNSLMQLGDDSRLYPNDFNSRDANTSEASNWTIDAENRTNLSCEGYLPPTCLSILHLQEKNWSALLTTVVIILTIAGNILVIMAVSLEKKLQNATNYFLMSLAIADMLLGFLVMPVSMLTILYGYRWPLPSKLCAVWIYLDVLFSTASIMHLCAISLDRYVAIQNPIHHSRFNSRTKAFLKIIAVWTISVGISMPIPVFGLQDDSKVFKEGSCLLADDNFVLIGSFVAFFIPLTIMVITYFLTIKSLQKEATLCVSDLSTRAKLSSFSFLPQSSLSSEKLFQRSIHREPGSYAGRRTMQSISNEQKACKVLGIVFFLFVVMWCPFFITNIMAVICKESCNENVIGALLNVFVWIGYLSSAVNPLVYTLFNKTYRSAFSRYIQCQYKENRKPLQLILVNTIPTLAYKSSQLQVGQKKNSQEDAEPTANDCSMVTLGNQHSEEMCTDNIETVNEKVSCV
# ABHD5-PLIN5 inh: inhibitors of human ABHD5-perilipin-5 interaction; hit rate 0.78% among 360,000; inhibition, % at 4 µM; Split G. princeps luciferase complementation, luminescence, 4 h; Q00G26+Q8WTS1;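 active = inhibition above the mean inhibition across every tested compound plus 3 SD, cut at about 22% in these data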;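 also: 0% = DMSO only wells and the 100% control is not disclosed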
# An asterisk follows results filed as active; . = not tested or not shown.
SMILES,Cardio protect,N-glyco inh,aDG glyco up,ABCB6 inh 2,Granule exo inh,hiPSC survival,MC4R antagonist,MC4R ag barr,HTR2A ag,ABHD5-PLIN5 inh
CN(C(=O)c1ccc(NC(=O)C2CCN(C(=O)OC(C)(C)C)CC2)cc1)C1CC1,-2,2,-0.1,95,-19,-0.3,2,-1.9,-3,1
Cn1c(=O)oc2cc(NC(=O)CCl)ccc21,-14,3,0.3,100,9,-0.2,4,2.3,2,4
CN(Cc1c(C(=O)N/N=C/c2c(F)cccc2Cl)nnn1-c1nonc1N)c1ccccc1,-10,2,-0.4,98,7,-0.6,15,-0.1,-1,-2
Cc1ccc(/C=N/Nc2ccc3ccccc3n2)o1,-25,-21,3.5,91,0,-0.6,1,1.0,2,-3
N#C/C(=C\c1ccc(F)cc1F)S(=O)(=O)c1ccccn1,-8,3,0.1,95,-2,0.3,3,1.6,2,1
COc1cccc(S(=O)(=O)N2CCN(c3ccccc3F)CC2)c1,-8,1,-0.3,98,0,-1.1,-2,-0.5,-4,-6
COc1ccc([C@H]2CC(=O)C[C@@H](CCn3ccnn3)O2)cc1,.,.,-0.1,101,-3,0.3,.,.,5,7
Oc1cccc(/C=N/Nc2cc(N3CCCC3)nc(N3CCCC3)n2)c1,-10,13,0.2,102,51,0.2,2,1.6,-3,-23
NN1C(=O)c2cccc3c(C(=O)O)ccc(c23)C1=O,6,1,0.1,92,-2,-0.2,16,-0.2,6,1
COCC(=O)N1C[C@H]2CON(C)[C@H]2C[C@H]1c1ccc(N2CCCCC2)cc1,9,5,0.0,101,-1,-0.5,.,.,0,-1
CCc1nc2oc(C(=O)c3ccccc3)c(N)c2c2c1COC(C)(C)C2,9,0,0.1,97,-2,3.5,5,1.4,2,1
CN(C)CCCNC(=S)N(Cc1cccs1)Cc1cc2cc3c(cc2[nH]c1=O)OCCO3,16,1,-0.3,103,-1,-3.0,1,-3.3,-1,8
CCOc1ccc(NC(=O)COc2ccccc2C(=O)NCc2ccccc2)cc1,1,-2,-0.2,96,-3,0.2,5,-2.4,-11,7
O=C(Nc1nnc(-c2ccccc2Cl)o1)c1ccco1,-13,2,-0.1,99,-3,-1.1,10,-0.7,4,3
COc1ccc(NC(=O)C2CCN(C(=O)c3ccccc3)CC2)cc1OC,1,2,0.0,100,-2,1.1,-6,0.2,3,-4
C/C=C/c1ccc(OCCCCN2CC(C)CC(C)C2)c(OC)c1 (stereo not drawn),-10,-2,5.5,96,1,0.7,13,-0.7,-2,-3
O=C(CCNc1n[nH]c(=O)[nH]c1=O)N1CCCCC1,-1,2,-0.2,93,0,-0.8,-2,-0.4,-2,2
N#CCCCSc1nnc(Cc2ccc3c(c2)OCO3)o1,11,0,0.2,91,4,-2.0,8,0.9,3,5
CCc1oc2ccccc2c1C(=O)c1cc(Br)c(O)c(Br)c1,-28,5,0.0,101,2,5.6,2,0.0,2,-13
O=C(Nc1ccc([N+](=O)[O-])cc1)Nc1nc(-c2ccc(Cl)s2)cs1,-20,-15,-0.4,89,25,-2.8,5,1.3,1,-7
CCCCNC(=O)CNC(=S)N(Cc1cc(OC)c(OC)c(OC)c1)C1CCCC1,13,0,0.5,94,1,-0.7,3,0.2,1,1
CC1(C)Nc2ccccc2N(CC(=O)N2CCCCC2)C1=O,-1,2,0.8,102,-2,0.7,3,1.1,7,4
COC(=O)c1cc(C(=O)OC)n(Cc2ccc(Cl)cc2Cl)n1,-2,0,0.0,109,1,4.1,-8,2.4,7,-4
Cc1cccc(C)c1NCc1n[nH]c(=S)n1-c1ccccc1,0,2,-0.2,99,-1,0.3,-3,-1.2,-1,-5
N#CC1(Nc2ccc(-c3ccc(Cl)cc3)cc2)CCCC1,-8,-1,0.0,98,-3,1.0,8,-0.5,2,-10
COc1ccc(/C=C2\SC(=S)N(NS(=O)(=O)c3ccc(C)cc3)C2=O)c(OC)c1,-2,2,-0.1,111,-1,1.3,13,4.1,3,-1
COCC(C)n1c(C)cc(C(=O)CSc2nnc(-c3ccco3)o2)c1C (stereo not drawn),0,-6,0.3,100,-1,0.4,5,0.2,3,2
CCN(CC(=O)Nc1ccc(Br)cc1)C(=O)c1nc2nc(C)cc(C)n2n1,3,3,-0.4,93,10,-3.2,15,0.5,6,-2
CCOc1ccc(C(=O)NCC(=O)NCCCn2nc(C)cc2C)cc1OCC,0,0,-0.2,104,-6,-0.3,16,-2.8,-6,-6
O=C(Nc1cccc(Cl)c1Cl)c1csc([C@@H]2O[C@H](CO)[C@H](O)[C@H](O)[C@H]2O)n1,1,6,0.0,100,3,-0.6,-5,-2.5,2,-10
COCCn1c(SCC(=O)Nc2cc(C)on2)nnc1-c1ccccc1,2,0,0.0,98,-8,-0.7,2,0.2,3,1
CCCn1c(=N)c(C(=O)NCc2ccc3c(c2)OCO3)cc2c(=O)n3cccc(C)c3nc21,8,6,0.4,104,-2,5.5,3,-1.6,2,3
CCc1ccc(NC2=NC(C(=O)c3ccccc3)CC(=O)N2)cc1 (stereo not drawn),4,0,0.0,100,-2,-0.6,11,-0.7,3,1
COc1ccccc1OCc1ccc(C(=O)NCCN(C)C)o1,13,-1,0.1,96,-1,1.2,1,-2.2,-1,-5
CS(=O)(=O)N(CC(=O)Nc1ccc2c(c1)OCO2)c1ccc(Cl)cc1,-2,0,-0.2,95,-1,-2.1,11,-2.3,2,7
CCN(CC)CCCN=Cc1c(O)n(-c2c(C)cccc2C)c(=O)c2ccccc12,9,18,0.0,98,9,-0.6,-2,-1.3,0,1
CC(=O)c1c(OC(=O)c2ccco2)c2ccccc2n1C,15,6,1.1,129,-3,-2.6,-1,-2.9,-4,-39
CC(=O)n1cc([C@@H]2C=C(C(=O)N3CCN(Cc4ccc5c(c4)OCO5)CC3)O[C@H](OCc3ccc(CO)cc3)C2)c2ccccc21,14,-2,0.1,91,-5,-1.7,8,-1.6,-8,-1
Cc1ccc(S(=O)(=O)N2CCCC(C(=O)Nc3cccnc3)C2)cc1 (stereo not drawn),4,0,0.5,96,-1,-1.5,5,-3.1,7,-3
CC(Sc1nnc(-c2ccccc2Br)n1-c1cccc(C(F)(F)F)c1)C(N)=O (stereo not drawn),5,0,-0.3,96,-6,2.6,6,-1.1,-4,-3

# A second format for part of the listing above.
# Fields – Cardio protect	N-glyco inh	aDG glyco up	ABCB6 inh 2	Granule exo inh	hiPSC survival	MC4R antagonist	MC4R ag barr	HTR2A ag	ABHD5-PLIN5 inh
O=C(Nc1cccc(Cl)c1Cl)c1csc([C@@H]2O[C@H](CO)[C@H](O)[C@H](O)[C@H]2O)n1
  1	6	0.0	100	3	-0.6	-5	-2.5	2	-10
COCCn1c(SCC(=O)Nc2cc(C)on2)nnc1-c1ccccc1
  2	0	0.0	98	-8	-0.7	2	0.2	3	1
CCCn1c(=N)c(C(=O)NCc2ccc3c(c2)OCO3)cc2c(=O)n3cccc(C)c3nc21
  8	6	0.4	104	-2	5.5	3	-1.6	2	3
CCc1ccc(NC2=NC(C(=O)c3ccccc3)CC(=O)N2)cc1 (stereo not drawn)
  4	0	0.0	100	-2	-0.6	11	-0.7	3	1
COc1ccccc1OCc1ccc(C(=O)NCCN(C)C)o1
  13	-1	0.1	96	-1	1.2	1	-2.2	-1	-5
CS(=O)(=O)N(CC(=O)Nc1ccc2c(c1)OCO2)c1ccc(Cl)cc1
  -2	0	-0.2	95	-1	-2.1	11	-2.3	2	7
CCN(CC)CCCN=Cc1c(O)n(-c2c(C)cccc2C)c(=O)c2ccccc12
  9	18	0.0	98	9	-0.6	-2	-1.3	0	1
CC(=O)c1c(OC(=O)c2ccco2)c2ccccc2n1C
  15	6	1.1	129	-3	-2.6	-1	-2.9	-4	-39
CC(=O)n1cc([C@@H]2C=C(C(=O)N3CCN(Cc4ccc5c(c4)OCO5)CC3)O[C@H](OCc3ccc(CO)cc3)C2)c2ccccc21
  14	-2	0.1	91	-5	-1.7	8	-1.6	-8	-1
Cc1ccc(S(=O)(=O)N2CCCC(C(=O)Nc3cccnc3)C2)cc1 (stereo not drawn)
  4	0	0.5	96	-1	-1.5	5	-3.1	7	-3
CC(Sc1nnc(-c2ccccc2Br)n1-c1cccc(C(F)(F)F)c1)C(N)=O (stereo not drawn)
  5	0	-0.3	96	-6	2.6	6	-1.1	-4	-3

# Later entries:
SMILES,Cardio protect,N-glyco inh,aDG glyco up,ABCB6 inh 2,Granule exo inh,hiPSC survival,MC4R antagonist,MC4R ag barr,HTR2A ag,ABHD5-PLIN5 inh
Clc1ccc(Cn2c(-c3cccnc3Cl)nc3ccccc32)c(Cl)c1,-4,-2,0.6,103,0,-1.6,6,-1.4,5,9
O=C1/C(=C2/NCCN2C2CC(=O)N(c3ccccc3)C2=O)CC/C1=C\c1ccccc1 (stereo not drawn),13,0,-0.2,97,-1,1.5,9,1.8,1,9
COc1cc(NC(=O)CN2CCN(c3ccccc3F)CC2)c(C)cc1[N+](=O)[O-],-1,0,0.0,108,1,2.8,8,-0.9,-3,4
Cc1ccc(OCC(=O)c2cc(C)n(C3CC3)c2C)c([N+](=O)[O-])n1,-6,-6,-0.2,98,1,1.2,11,0.0,-2,-2
O=c1[nH]nc2c3ccccc3occ1-2,.,.,-0.1,.,-3,.,.,.,0,-13
O=C1c2ccccc2S(=O)(=O)N1CC(O)Cn1ccc2ccccc21 (stereo not drawn),22,0,-0.2,136,-2,6.0,-2,-1.4,-2,-10
O=C(CNC(=O)c1ccccc1F)N/N=C\C=C\c1ccccc1,4,1,0.1,93,2,0.0,1,-1.2,2,-1
CC(C)Oc1ccc(C2CC(=O)N(Nc3ccc([N+](=O)[O-])cc3[N+](=O)[O-])C2=O)cc1 (stereo not drawn),-1,1,-0.1,100,0,0.7,-3,-4.1,0,7
O=C1CCCN1CCCNc1ncccc1[N+](=O)[O-],5,2,-0.1,103,-5,0.2,2,0.9,-7,12
O=C(Cc1ccccc1)NCC(=O)N/N=C/c1ccc(C(=O)O)cc1,-2,1,-0.1,97,-2,-0.2,11,-1.7,5,3
Cc1ccc(S(=O)(=O)N2CCN(S(C)(=O)=O)C2)cc1,0,-1,-0.2,91,-2,-1.7,-7,0.6,2,10
CCCCNCc1cc(OCC)c(OCC)cc1Br,7,-4,-0.3,92,-4,-0.2,3,0.5,2,-4
CC(C)C(C(=O)N1CCOCC1)N1C(=O)c2ccccc2C1=O (stereo not drawn),6,2,0.0,100,0,0.1,1,-2.2,9,-2
CCCNC(=O)C[C@@H]1CC[C@@H]2[C@H](COC[C@H](O)CN2C(=O)c2cc(Cl)cc(Cl)c2)O1,.,.,0.0,.,-3,.,.,.,4,4

# Screening results (PubChem)

# This is a random part of the collection; any-hit rate near 4.5%.
